High-throughput results as filed in PubChem BioAssay.
PLC-gamma1 inh – blocks human PLC-gamma1 enzyme activity. purified PLC-gamma1, fluorogenic substrate, fluorescence. inhibition, % at 12.2 µM. actives 0.84% (n = 370,000); in the data active = inhibition above about 9.5%
Rev-erbA mod – Rev-erb alpha (human) modulation. activity, % at 10 µM. P20393. AID 1259318. actives 0.79% (n = 370,000). Rev-erbα–FITC-DNA binding, fluorescence polarization, 90 min;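 active = activity above about 14%, limit read from the data; passing the limit was not always enough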;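 note: 0% = DMSO wells with 35 nM protein and 100% = DMSO wells with 750 nM protein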
PLC-beta3 inh – PLC-beta3 (human) inhibition, primary screen | Purified PLC-beta3, fluorogenic substrate, fluorescence | inhibition, % at 12.2 µM | actives 0.18% (n = 370,000); in the data active = inhibition above about 11%;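 note: 0% = median of compound wells on plate and 100% = full blocker control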
Tn7 DDE FP – disrupts Tn7 cyclic peptide binding to fibrin D-Dimer-E complex | FP displacement of FITC-Tn7 peptide from fibrin DD(E); 0% = median of compound wells per plate | inhibition, % at 8.3 µM | actives 0.13% (n = 370,000);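 active = inhibition above the mean of compounds falling within the control limits plus 3 SD of them, cut at about 14% in these data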;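 note: 0% = plate median of compound wells and 100% = 10 µM Aha-Tn7 peptide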
Target sequence (P02675 whole entry, looked up): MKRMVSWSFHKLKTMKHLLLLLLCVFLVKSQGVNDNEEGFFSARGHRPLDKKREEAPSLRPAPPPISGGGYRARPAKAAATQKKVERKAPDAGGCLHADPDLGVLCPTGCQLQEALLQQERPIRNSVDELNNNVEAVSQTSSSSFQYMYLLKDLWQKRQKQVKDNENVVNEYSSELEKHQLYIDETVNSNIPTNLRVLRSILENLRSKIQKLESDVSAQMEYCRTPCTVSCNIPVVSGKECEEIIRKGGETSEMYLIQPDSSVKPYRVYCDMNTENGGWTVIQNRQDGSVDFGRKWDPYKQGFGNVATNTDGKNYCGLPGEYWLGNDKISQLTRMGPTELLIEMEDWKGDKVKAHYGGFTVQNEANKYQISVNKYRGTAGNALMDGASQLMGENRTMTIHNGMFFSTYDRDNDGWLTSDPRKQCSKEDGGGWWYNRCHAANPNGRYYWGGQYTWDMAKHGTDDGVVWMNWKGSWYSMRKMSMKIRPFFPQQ
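Measure: % inhibition scaled between sample-field median and high-control FP; Test system: human fibrin DD(E); Quantity: 2 µM final DD(E) protein; Doses: one dose, 8.3 µM nominal; Schedule: compound with protein 10 min, then 3 h after probe, room temperature; Detection: fluorescence polarization; Medium: Tris buffer with calcium and detergent, pH 7.8.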
proKLK7 act – activators of human kallikrein-7 zymogen | P49862 | purified proKLK7, EDANS-DABCYL substrate fluorescence; 100% is mature enzyme control, 0% vehicle | activation, % at 7 µM | actives 0.9% (n = 370,000) | AID 652039;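 active = activation above the mean of all tested compounds plus 3 SD, computed per campaign excluding outliers beyond control limits, cut at about 13% in these data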
Target sequence (P49862 whole entry, looked up): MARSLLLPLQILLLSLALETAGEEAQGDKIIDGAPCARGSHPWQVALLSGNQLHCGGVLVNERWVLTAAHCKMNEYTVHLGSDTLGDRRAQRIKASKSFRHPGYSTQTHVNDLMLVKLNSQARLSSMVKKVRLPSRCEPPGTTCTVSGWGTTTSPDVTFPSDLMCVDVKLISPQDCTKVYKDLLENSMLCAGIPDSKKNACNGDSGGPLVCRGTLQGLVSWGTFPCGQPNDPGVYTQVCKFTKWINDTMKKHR
UHRF1 binding – blocks human UHRF1 binding to methylated DNA | Q96T88 | UHRF1 binding to methylated oligo, TR-FRET | inhibition, % at 4.4 µM | actives 0.75% (n = 370,000); in the data active = inhibition above about 21%;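 note: UHRF1 SRA domain binding a hemimethylated CpG hairpin DNA probe; 0% = median of test compound wells and 100% = reference inhibitor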
DDE Tn6 FP inh – disrupts Tn6 cyclic peptide binding to fibrin D-Dimer-E complex | AID 720509 | Fibrin DD(E) TRITC-Tn6 fluorescence polarization displacement | actives 0.21% (n = 370,000) | P02675 | inhibition, % at 8.3 µM;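 active = inhibition above a per-campaign cutoff: mean of compounds within control limits plus 3 SD, cut at about 15% in these data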;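 note: 0% = median of all compound wells on the plate and 100% = blocking peptide control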
HGIII-sPLA2 inh – Inhibits HGIII-sPLA2 liposome hydrolysis, primary screen; Q9NZ20; QFRET BODIPY PC-A2 liposome hydrolysis, fluorescence; inhibition, % at 12.2 µM; actives 0.56% (n = 370,000); AID 743126;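 active = inhibition above mean plus 3 SD of compounds lying within the high and low control bounds, cut at about 19% in these data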;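 note: 0% = median of test compound wells and 100% = no enzyme DMSO wells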
ASAP1 GAP inh – blocks human ASAP1-stimulated Arf1 GTP hydrolysis; Q9ULH1; GDP FP detection; AID 624377; actives 0.19% (n = 360,000); inhibition, % at 16.5 µM; in the data active = inhibition above about 25%;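 note: 0% = vehicle with enzyme and substrate and 100% = no enzyme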
ARFGAP1 inh – inhibits rat ARF GTPase activating protein 1. AID 651572. Arfgap1-stimulated ARF1 GTP hydrolysis, GDP FP detection. inhibition, % at 16.5 µM. actives 0.26% (n = 360,000);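 active = inhibition above a per-plate limit, mean inhibition of low control wells plus 3 SD, cut at about 25% in these data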;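 note: 0% = DMSO wells with enzyme and 100% = wells lacking Arfgap1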
Target sequence (Q62848 1-136 limits assumed): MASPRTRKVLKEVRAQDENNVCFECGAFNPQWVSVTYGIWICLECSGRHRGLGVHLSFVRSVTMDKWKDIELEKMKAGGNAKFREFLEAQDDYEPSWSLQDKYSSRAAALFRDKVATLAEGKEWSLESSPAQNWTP
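Repeats: one replicate per compound; assay system: rat Arfgap1 catalytic domain, aa 1-136; times: enzyme reaction 120 min at 25 °C after 20 min preincubation; detection: FP of antibody-bound GDP Alexa 633 tracer, ex 620/em 688 nm; benchmarks: high control wells lacking Arfgap1, low control full reaction with DMSO; reagent: human ARF1(Δ1-17)-GTP substrate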
The depositor's hits bear a star; i = inactive; · = not tested or not shown.

SMILES	PLC-gamma1 inh	Rev-erbA mod	PLC-beta3 inh	Tn7 DDE FP	proKLK7 act	UHRF1 binding	DDE Tn6 FP inh	HGIII-sPLA2 inh	ASAP1 GAP inh	ARFGAP1 inh
O=C(/C=C/c1ccccc1)OCc1cncs1	0	2	-1	-7	0.1	1	-4	2	1	1
Cn1c(SCc2ccc(Br)cc2)nnc1-c1cccs1	3	0	-2	-4	0.7	7	-3	7	14	4
COCCCNCC(O)C(F)(F)F (configuration not stated)	1	·	-6	-2	-0.3	4	-2	1	8	5
Cc1csc(SC(C)C(=O)Nc2ccccc2C)n1 (configuration not stated)	-2	2	-3	-4	0.0	-2	-6	2	-18	0
COc1ccc(CCNC(=O)c2nonc2N)cc1	-1	9	0	5	-0.2	0	-1	4	-10	0
O=C(N[C@H](C(=O)N1CCC[C@H]1C(=O)NCc1ccccc1)c1ccccc1)c1ccc(Cl)c(Cl)c1	3	4	1	-7	1.9	0	-8	-10	11	10
O=C(c1cc(COc2ccc(F)cc2Cl)on1)N1CCCC(c2ccccc2)C1 (configuration not stated)	-2	5	0	3	0.2	-1	1	-19	-4	8
CC(C)CC(=O)Nc1ccc(C(=O)COC(=O)CN2C(=O)NC3(CCCCC3C)C2=O)cc1 (configuration not stated)	-3	5	-4	2	1.0	4	-1	8	11	4
CCOC(=O)c1ccc(NC(=O)C2CCCN(S(=O)(=O)c3ccc(F)cc3)C2)cc1 (configuration not stated)	8	-1	0	0	-0.7	6	5	-35	12	6
Cc1sc2ncnc(SCC(=O)N3CCCCC3)c2c1C	-2	-1	-5	0	-0.3	0	0	-2	8	13
O=C(/C=C/c1ccc2c(c1)OCO2)N1CCN(c2ccccc2F)CC1	-20	-1	-23	-3	0.4	-2	3	3	2	4
CCOC(=O)c1sc(=S)[nH]c1C	1	1	-6	-3	0.0	2	-3	23*	2	12
Cc1nn(-c2ccccc2)c(N)c1Sc1cccc([N+](=O)[O-])c1	2	0	2	-1	-0.6	-1	-7	4	-2	1
COc1cc(OC)nc(-n2ncc(Br)c(Br)c2=O)n1	1	0	4	1	-0.9	-3	-2	-1	-4	0
O=C1C(=Cc2ccncc2)CCCc2ccccc21	1	1	-1	1	-0.6	0	3	9	-14	5
Cc1cccc(Nc2nc(N)c([N+](=O)[O-])c(N3CCN(C)CC3)n2)c1	3	1	0	1	-0.5	5	-7	10	3	-1
COCc1cc(=O)n2[nH]c(C)c(-c3ccc(Cl)cc3)c2n1	-314	-8	-398	7	-19	3	-9	-7	8	1
CCCc1c(C)c2ccc(OCC(C)=O)cc2oc1=O	-95	-2	-105	4	4.6	-2	1	-6	0	5
CCC(C)n1c(SCC(=O)NC2CC2)nc2ccccc2c1=O (configuration not stated)	-1	5	-5	-9	-0.6	-2	3	-7	-6	-3
COCC(C)n1c(SCC(=O)NNC(=O)c2ccccc2)nc2ccccc2c1=O (configuration not stated)	0	-5	1	-5	0.5	3	-1	0	-9	3
CCn1c(SCC(=O)NCCOc2ccccc2)nc2ccccc2c1=O	9	3	7	-4	11	1	-1	5	10	8
CN(CCOc1ccc(Br)cc1)CC(=O)Nc1cccc(S(=O)(=O)NC2=NCCC2)c1	0	-9	-5	-1	0.3	-1	0	-14	7	-5
Cc1ccc(S(=O)(=O)CCN2CCN(c3ccccn3)CC2)cc1	-1	6	-32	-3	-0.4	-2	-1	-4	-4	3
CCc1nnc(NC(=O)CSc2nnnn2-c2cccc(C(C)=O)c2)s1	-1	-2	-3	-2	-0.6	3	3	0	-7	3
CC(=O)Nc1ccc(-c2ccnc3c2CC(C)(C(=O)NCCC(F)(F)F)O3)cc1 (configuration not stated)	4	-4	10	-5	-0.7	0	5	9	4	0
The results go on.
SMILES	PLC-gamma1 inh	Rev-erbA mod	PLC-beta3 inh	Tn7 DDE FP	proKLK7 act	UHRF1 binding	DDE Tn6 FP inh	HGIII-sPLA2 inh	ASAP1 GAP inh	ARFGAP1 inh
CN1C(=O)c2cc(NC(=O)Nc3ccccc3)ccc2OC[C@H]2O[C@@H](CC(=O)Nc3cc(F)ccc3F)CC[C@@H]21	5	9	4	4	0.3	4	-2	-15	·	·
CCOC(=O)c1cc(=O)c2ccc(OCC(=O)Nc3ccc(F)cc3)cc2o1	3	1	0	-2	-0.3	0	-2	-3	7	0
COc1cc(C(C)=O)ccc1OCC(=O)NCC1(N2CCCCC2)CCCCC1	0	2	4	-4	-0.1	-1	4	3	8	-8
CC(C)(C)NC(=O)NC(=O)COc1ccccn1	0	-6	-1	-6	0.0	9	-8	1	-2	6
CC(C)N(C(=O)[C@H]1C[C@H](CC(=O)NCCc2ccccn2)C(=O)N2CCc3c([nH]c4cc(-c5ccco5)ccc34)[C@]12C)C(C)C	i	-7	i	2	184*	-1	7	-15	8	-5
COc1ccccc1N(CC(=O)Nc1ccc(Br)cc1F)S(=O)(=O)c1cccs1	0	-3	-5	1	1.1	-1	4	8	6	7
CCOC(=O)C1=C(C)N(CC(C)C)C(=O)/C1=C\c1cccs1	2	-7	-6	5	0.2	-2	7	1	7	-3
Cc1nn(-c2ccccc2)c(C)c1/C=N/NC(=O)CSc1nnc(-c2ccccc2)n1-c1ccc(Cl)cc1	2	-3	1	-6	0.6	-5	-2	-4	7	-2
CCCn1c(SCC(=O)Nc2ccc(C)c(S(=O)(=O)N3CCOCC3)c2)n[nH]c1=O	-1	0	3	-1	0.6	1	3	3	-15	10
O=C1C(=O)N(CCCO)C(c2ccccc2)/C1=C(\O)c1ccc(Br)cc1 (configuration not stated)	0	-1	-7	10	0.0	-6	3	-6	-8	2
COCCCNC(=O)COc1ccc(Cl)c(C)c1	0	1	1	6	-0.1	5	1	6	8	-8
O=C(COC(=O)c1cc([N+](=O)[O-])ccc1NCc1ccccc1)NCc1ccccc1Cl	-1	5	0	1	-0.2	-2	0	1	-2	-3
CN(c1ccccc1C(=O)N1CCOCC1)S(C)(=O)=O	4	-6	4	2	-0.1	-1	5	5	15	-9
CCOC(=O)N1CCN(c2nc(-c3ccc(OC)cc3)no2)CC1	2	-1	-8	-3	-0.4	-3	-3	-5	4	1
CC(C)C[C@@H](CNCC(=O)[C@H](CC(=O)O)NC(=O)c1[nH]cnc1C(=O)N[C@H](CN)CC(C)C)NC(=O)c1nc[nH]c1C(=O)N[C@@H](C)C(=O)O	-2	-7	-3	5	0.3	22*	2	9	-5	-3
COC(=O)c1ccc(-n2nnnc2SCC(=O)N2CCCCC2)cc1	3	4	4	0	-0.1	3	-4	0	2	11
CC(=O)OCCn1c([N+](=O)[O-])cnc1C=[N+]([O-])C1CCCCC1	6	1	7	-6	-0.3	1	2	5	-10	10
COc1ccc(-c2csc(N(CCCN(C)C)C(=O)c3ccc(C)cc3)n2)cc1	1	8	-1	-5	0.9	3	-3	-3	8	-15
C/C(=N\NC(=O)COc1ccc(C(C)(C)C)cc1)c1ccc2c(c1)OCCO2	4	1	1	-2	0.5	2	-6	-4	-8	-6
COc1ccc(CCNC(=O)C/C(C)=N/NC(=O)Cc2cccc3ccccc23)cc1OC	-2	-1	-6	5	0.2	2	0	-9	1	1
C[C@@H]1CN([C@@H](C)CO)C(=O)CCCn2nncc2CO[C@H]1CN(C)C	1	8	6	-3	0.4	2	-4	0	1	8
CC(=O)N1CCN(Cc2nc3cc(NC(=O)Cn4nc(C)c5ccccc5c4=O)ccc3n2C)CC1	2	-5	-5	0	0.1	1	2	12	12	10
CCN(C[C@H]1N[C@@](CC)(C(=O)OC)[C@H]2C(=O)N(C)C(=O)[C@@H]12)C(=O)COc1ccccc1	-1	0	0	-5	-1.0	0	12	8	4	4
O=C1C=C(c2cccc3c2sc2ccccc23)C[C@@H](c2ccc(Cl)cc2)C1	0	-5	2	4	0.2	-3	-3	3	-8	2
COc1cc(/C=N/NC(=O)COc2ccc(-n3cnnn3)cc2)ccc1OCC(N)=O	1	2	-5	-1	0.5	2	-3	6	4	4

An excerpt of these results, with bars between the fields.
structure | PLC-gamma1 inh | Rev-erbA mod | PLC-beta3 inh | Tn7 DDE FP | proKLK7 act | UHRF1 binding | DDE Tn6 FP inh | HGIII-sPLA2 inh | ASAP1 GAP inh | ARFGAP1 inh
CCOC(=O)N1CCN(c2nc(-c3ccc(OC)cc3)no2)CC1 | 2 | -1 | -8 | -3 | -0.4 | -3 | -3 | -5 | 4 | 1
CC(C)C[C@@H](CNCC(=O)[C@H](CC(=O)O)NC(=O)c1[nH]cnc1C(=O)N[C@H](CN)CC(C)C)NC(=O)c1nc[nH]c1C(=O)N[C@@H](C)C(=O)O | -2 | -7 | -3 | 5 | 0.3 | 22* | 2 | 9 | -5 | -3

(continued)
SMILES	PLC-gamma1 inh	Rev-erbA mod	PLC-beta3 inh	Tn7 DDE FP	proKLK7 act	UHRF1 binding	DDE Tn6 FP inh	HGIII-sPLA2 inh	ASAP1 GAP inh	ARFGAP1 inh
COCCCNCCOCCOc1ccc(Cl)cc1Br	1	-2	3	3	-0.9	1	1	2	-6	7
COC(=O)COc1ccccc1/C=C1/NC(=O)NC1=O	-6	12	-6	8	1.2	-1	-2	5	12	-5
CC1Cc2ccccc2N1S(=O)(=O)c1cnc(Cl)c(Cl)c1 (configuration not stated)	-2	4	-6	5	-0.1	1	-2	5	-7	-14
Cc1cc(C)c2c(=O)n(CC(=O)NC3CCCC3)sc2n1	-2	-3	-7	-2	0.0	0	4	6	-1	1
CCN(CC)S(=O)(=O)c1cc(C(=O)N(C)CC(=O)Nc2ccc(Cl)cc2)ccc1Cl	8	-1	0	8	-0.9	-1	3	-25	-22	-3
O=C1c2ccc([N+](=O)[O-])cc2C(=O)N1Cc1cccnc1	-3	3	-10	1	-0.3	5	1	15	6	-4
CCNc1ccc(C(=O)OCC(=O)NCc2ccc(C)cc2)cc1[N+](=O)[O-]	-3	0	1	6	-0.1	0	-3	5	8	13
COc1ccc(-c2noc(CSc3nc4ccccc4c(=O)n3-c3ccccc3)n2)cc1OC	2	-7	3	-6	0.7	3	-4	-8	-1	2
CSc1ccccc1C(=O)N1CCCCC1	-1	-2	-5	3	0.3	2	1	8	-6	6
CC(=O)c1ccc(-c2cnc3c(NC=O)cc(-c4cccc(NS(C)(=O)=O)c4)cn23)cc1	-263	4	-338	-1	3.1	-3	-4	-3	6	2
S=C(Nc1cccnc1)N1CCN(c2ccccc2Cl)CC1	0	-2	-4	-11	0.9	-1	0	4	-6	-3
COc1cccc(NC(=O)CN(C)C(=O)Cc2cccc3ccccc23)c1	2	3	-2	-6	0.1	-3	-4	-10	4	9
O=C(Cc1c(Cl)cccc1Cl)Nc1ccncc1Cl	1	1	-5	-6	0.1	3	2	1	-3	3
O=C(c1ccc(Cl)c(S(=O)(=O)Nc2ccc(F)cc2)c1)N1CCN(c2ccccn2)CC1	-3	0	-2	2	0.4	0	12	-6	0	-5
CCOc1ccc(CCNC(=O)c2cc3ccsc3n2C)cc1OCC	7	1	2	-5	-0.5	2	-8	4	·	·
Cc1cccc(C)c1NC(=O)Cn1nc(C)n2cccc2c1=O	-4	-6	-6	0	0.2	0	-1	7	0	-19
